# From PubChem BioAssay
# OPRM1-OPRD1 ag: OPRM1-OPRD1 heterodimerization agonism; P35372+P41143; cells, luminescence; activation, % at 9.3 µM; 340,000 compounds, 0.3% hits; in the data active means activation above about 18%;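 further: 0% = vehicle-treated cells and 100% = reference agonist; values of inactives mirror those of a sister screen read the other way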
# AddAB inh: less growth of phage-infected E. coli with AddAB. E. coli expressing H. pylori AddAB, absorbance growth. inhibition, % at 11.9 µM. 330,000 compounds, 0.29% hits. AID 435030; in the data active means inhibition above about 12%;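 further: 0% = vehicle wells of infected cells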
# PKA-R1A act: activates the PKA-R1A holoenzyme complex; 340,000 compounds, 0.083% hits; activation, % at 11.4 µM; PKA-R1A dissociation, Cy5-IP20 fluorescence polarization; scaled: DMSO 0%, 113 µM cGMP 100%;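 active means percent activation above the mean of all tested compounds plus 3 SD, cut at about 19% in these data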;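 further: higher means more PKAc released from R1A so a rise in polarization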
# DSG3 Ab inh: inhibitors of pemphigus antibody binding to human desmoglein-3 | DSG3-coupled beads, scFv-anti-DSG3-GFP binding, flow cytometry; stronger effect = lower value | binding (percent of control), % at 10 µM | 310,000 compounds, 0.48% hits;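 active means binding more than 3 SD below its plate's average and above zero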; further: some compounds called inactive have numbers as strong as hits
# Target sequence (P32926 whole entry, looked up): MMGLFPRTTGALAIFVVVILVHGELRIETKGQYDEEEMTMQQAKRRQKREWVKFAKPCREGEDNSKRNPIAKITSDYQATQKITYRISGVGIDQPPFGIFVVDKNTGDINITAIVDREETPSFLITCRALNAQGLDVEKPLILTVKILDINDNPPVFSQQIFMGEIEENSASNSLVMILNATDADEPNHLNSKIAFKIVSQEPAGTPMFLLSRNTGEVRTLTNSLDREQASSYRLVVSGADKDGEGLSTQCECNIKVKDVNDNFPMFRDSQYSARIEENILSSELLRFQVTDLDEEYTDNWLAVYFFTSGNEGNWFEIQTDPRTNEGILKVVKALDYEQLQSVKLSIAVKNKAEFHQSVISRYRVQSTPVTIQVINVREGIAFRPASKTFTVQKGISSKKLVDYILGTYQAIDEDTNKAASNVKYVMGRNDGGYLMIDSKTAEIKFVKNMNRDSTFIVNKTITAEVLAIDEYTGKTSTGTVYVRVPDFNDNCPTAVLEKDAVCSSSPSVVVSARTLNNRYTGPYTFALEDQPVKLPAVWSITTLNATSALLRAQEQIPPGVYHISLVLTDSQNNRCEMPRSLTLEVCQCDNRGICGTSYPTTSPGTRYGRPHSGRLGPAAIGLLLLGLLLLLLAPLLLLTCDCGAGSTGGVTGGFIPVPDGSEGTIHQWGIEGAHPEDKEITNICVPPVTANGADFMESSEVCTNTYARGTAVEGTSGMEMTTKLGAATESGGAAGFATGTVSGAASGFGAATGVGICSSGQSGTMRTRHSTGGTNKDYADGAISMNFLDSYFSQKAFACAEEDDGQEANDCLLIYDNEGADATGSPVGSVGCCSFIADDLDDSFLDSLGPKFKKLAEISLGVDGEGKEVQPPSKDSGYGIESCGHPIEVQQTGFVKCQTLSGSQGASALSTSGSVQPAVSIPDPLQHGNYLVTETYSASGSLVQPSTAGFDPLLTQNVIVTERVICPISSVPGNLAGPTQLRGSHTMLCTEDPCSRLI
# Arrestin-AP2 inh: inhibitors of human beta-arrestin and AP2 interaction | inhibition, % at 10 µM | 340,000 compounds, 0.31% hits | FITC-arrestin peptide / GST-AP2 beads, flow cytometry; AP2 beta2 appendage carries R879A mutation;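 active means inhibition above a set limit, near 3 SD of compounds lacking own fluorescence, cut at about 54% in these data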;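 further: plate controls were DMSO wells for no effect and 5 µM unlabelled arrestin peptide for full effect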
#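 Assay system: GST-AP2 R879A bound to glutathione beads, E. coli-expressed; Medium: PBS with 0.05% Tween 20 and 0.1% BSA; Also added: fluorescein-tagged arrestin peptide at 50 nM final; Timing: 12 min plus 1 h, RT; Measured by: flow cytometry, FL1 (488/535 nm); Evaluation: percent drop in bead-associated FITC signal.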
# SUMO Mot1 rescue: SUMOylation pathway inhibition by Mot1-301 growth rescue | S. cerevisiae Mot1-301 growth rescue, ATP luminescence, 38.5C; percent above DMSO median, 100 means doubled | growth rescue, % at 18.8 µM | 320,000 compounds, 1% hits;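 active means every valid replicate shows activation above 250% relative to neutral control wells; inactive means the rest, any valid replicate at or below 250%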;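 further: OY570 slx delta 5 strain wells were the positive control but not used for scaling; some compounds called inactive have numbers as strong as hits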
# E coli growth: bacterial growth inhibition, counter-screen for AddAB inhibitors; E. coli V3065 growth, OD600 absorbance, 18 h; inhibition, % at 11.9 µM; 330,000 compounds, 0.27% hits; AID 449728;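 active means inhibition above the campaign's mean inhibition across all tested compounds plus 3 SD, cut at about 9.9% in these data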;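 further: uninfected addAB+ strain grown without phage in ampicillin broth; 0% = DMSO wells and 100% = ciprofloxacin 0.95 µg/ml wells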
# phage Ecoli inh: E. coli growth loss with phage present | growth absorbance | AID 651602 | 360,000 compounds, 0.26% hits | inhibition, % at 11.9 µM; in the data active means inhibition above about 11%
# Tat transport: E. coli Tat transport inhibition. 340,000 compounds, 0.036% hits. E. coli MC4100 TorA-mCherry Tat export, fluorescence. inhibition, % at 10 µM. AID 488895;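 active means mean replicate inhibition at least 50% and at least half of replicates individually reaching 50%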;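 further: exported cargo escapes ClpAP degradation while cytoplasmic cargo is degraded and loses fluorescence; 0% = median of neutral control wells and 100% = median of NaSCN control wells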
# OPRM1-OPRD1 inv: inverse agonist of human OPRM1-OPRD1 heterodimerization | cell-based MOR-DOR heterodimer luminescence, inverse agonism | AID 504357 | P35372+P41143 | 340,000 compounds, 0.21% hits | inhibition, % at 9.3 µM; in the data active means inhibition above about 22%, passing the limit was not always enough;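 further: 0% = cells with DMSO and 100% = wells without cells with DMSO; values of inactives mirror those of a sister screen read the other way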
# PfHsp90 set2: reduces growth (ATP signal) of yeast expressing P. falciparum Hsp90; S. cerevisiae expressing PfHsp90, BacTiter-Glo ATP, 48 h; yeast lacking PDR1 and PDR3 efflux regulators; inhibition, % at 9.4 µM; 310,000 compounds, 0.32% hits; AID 504621;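 active means every replicate shows inhibition above about 80%, whatever the replicate mean, limit read from the data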;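 further: 0% = DMSO neutral controls and 100% = 20 µM radicicol positive controls; yeast relying on Plasmodium falciparum Hsp90 in place of its own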
# Starred values were filed as active, the others as inactive; i = inactive; · = not tested or not shown.
SMILES,OPRM1-OPRD1 ag,AddAB inh,PKA-R1A act,DSG3 Ab inh,Arrestin-AP2 inh,SUMO Mot1 rescue,E coli growth,phage Ecoli inh,Tat transport,OPRM1-OPRD1 inv,PfHsp90 set2
COC(=O)c1ccc(/C=N/NC(=O)c2cccc(F)c2)cc1,-0.2,1.2,10,99,-5,-5,0.7,·,13,1,31
CCN(CC)C(=S)SCC(=O)Nc1cccc(C(F)(F)F)c1,4.1,0.2,-11,116,8,6,-1.2,1.3,9,-24,4
N#CCCN(C(=O)CSc1nc2nc(-c3cccs3)cc(C(F)(F)F)c2c(=O)[nH]1)c1ccccc1,-3.2,0.8,-2,103,2,-14,-0.1,1.9,7,16,-1
CC(C)N(C(=O)CSc1n[nH]c(=O)n1CCc1ccccc1)C(C)C,0.0,1.4,-2,97,-2,-11,-1.6,0.1,4,0,-13
O=C(COc1ccc(F)cc1)Nc1nccs1,-0.5,2.2,-10,100,0,-8,0.2,1.1,3,2,-24
CCOC(=O)C(NC(=O)Nc1ncccn1)(Oc1ccccc1)C(F)(F)F (stereo not drawn),-3.6,3.1,-4,107,10,-3,-0.2,0.9,1,15,-2
CCOC(=O)c1nc(C)n(-c2ccc(Cl)cc2Cl)n1,0.9,-0.2,1,98,11,-11,-1.7,·,-10,-5,42
O=C(Nc1ccccc1N1CCOCC1)c1ccc2c(c1)C(=O)N(Cc1ccncc1)C2=O,-2.3,-0.6,-5,102,-1,-17,0.2,0.0,-6,12,-7
CC(=O)N1CC(C)Sc2ccc(S(=O)(=O)NCCc3ccc(C)cc3)cc21 (stereo not drawn),2.9,-0.4,-3,96,-3,-9,0.2,1.1,1,-15,20
COc1ccc(NC(=O)c2ccc([N+](=O)[O-])cc2[N+](=O)[O-])c(OC)c1,8.2,2.1,-1,102,10,14,1.0,5.6,-5,-41,-4
COc1ccc(NS(=O)(=O)c2ccc(C)c(C(=O)N(C)Cc3ccc(C)cc3)c2)cc1,3.5,-1.7,-4,100,-8,-14,0.4,1.0,14,-23,·
Nn1c(COc2ccc(Cl)cc2)n[nH]c1=S,-3.8,4.5,-7,100,32,12,1.6,2.8,4,20,-4
Cc1cc(NC(=O)c2ccc(C#N)cc2)n(-c2ccccc2)n1,-2.7,3.4,3,99,21,8,-2.8,3.6,1,15,-4
Cc1ccc(CN2CC(C(=O)NNC(=O)Cn3ccc(C(F)(F)F)n3)CC2=O)cc1 (stereo not drawn),-1.3,1.9,-3,98,15,-3,2.1,5.3,-3,5,5
COc1ccccc1N(Cc1cc(=O)[nH]c2ccccc12)C(=O)c1ccc([N+](=O)[O-])cc1,-4.3,1.7,-17,104,-1,38,2.8,0.3,-13,22,6
O=C(c1cc(COc2cccc(C(F)(F)F)c2)on1)N1CCc2ccccc2C1,0.7,0.9,-10,·,15,-7,-0.6,-0.2,20,-4,-4
COc1ccc(CN(C)C(=O)CNC(=O)c2sc3ccccc3c2Cl)c(OC)c1OC,-3.4,·,2,·,-2,·,·,3.2,3,13,14
CCOC(=O)N1CCN(C(=O)CN(Cc2ccc(Cl)cc2)S(=O)(=O)c2ccc(C)cc2)CC1,-0.8,0.9,-6,98,3,5,-0.7,1.1,5,5,·
Cn1c(N)c(C(=O)CCl)c(=O)n(C)c1=O,-1.7,-0.6,-6,106,8,-9,0.6,2.7,-9,10,-4
COc1ccccc1C(=O)OCC(=O)N1CCC(Cc2ccccc2)CC1,-2.9,-0.1,-4,·,-5,·,-1.1,1.8,3,11,-7
CN1/C(=C\C(=O)COC(=O)c2ccco2)C(C)(C)c2ccccc21,-0.5,3.0,-9,104,-4,-9,2.5,2.9,1,2,9
COc1cc(C(=O)NCC(=O)N/N=C(/C)c2ccc3c(c2)CCCC3)cc(OC)c1OC,-2.4,2.4,-4,97,4,-8,0.2,5.0,-1,12,15
CCN(CC)CCN1C(=O)C(=O)/C(=C(/O)c2ccc(Cl)cc2)C1c1ccncc1 (stereo not drawn),0.1,·,2,·,·,·,·,2.0,3,-1,21
N#C/C(=C\c1cn(Cc2cccc(F)c2)c2ccccc12)C(=O)NCc1ccco1,-0.4,2.8,-6,108,20,10,0.7,0.5,-5,2,7
COc1cccc(/C=N/n2c(-c3ccco3)nc3ccccc3c2=O)c1OC,-3.1,-0.2,8,80,2,-7,-1.6,1.6,1,15,9
COCCCn1c(SCc2nc3ccccc3c(=O)[nH]2)nc2ccccc2c1=O,-1.1,2.0,-5,·,22,10,-0.8,4.2,-2,7,-17
CCN(CC(=O)NC(=O)NC1CCCCC1)Cc1nc2ccccc2c(=O)[nH]1,0.5,-0.3,-10,97,8,-12,0.3,0.9,-12,-3,26
Cc1ccc(S(=O)(=O)N2CCOCC2)cc1C(=O)OCC(=O)c1ccc(Br)cc1,-0.8,-0.4,5,·,-16,17,-1.2,-0.2,3,3,26
O=C(CNC(=O)c1cccs1)NCCN1CCN(Cc2ccccc2)CC1,0.5,4.0,-2,104,17,1,0.9,2.0,0,-3,13
NC(=O)NC(=O)COC(=O)c1ccc(OC(F)(F)F)cc1,-1.8,-1.3,7,83,-6,-9,-2.7,3.6,-14,9,-2
O=C1CCN(CCCc2ccccc2)CCN1CCO,-2.3,3.9,3,103,28,i,0.5,2.4,3,13,4
CCc1nnc(NC(=O)c2cc(S(=O)(=O)N3CCCCC3)ccc2C)s1,-3.3,2.9,5,97,0,-3,2.5,3.1,0,14,-8
C=CCn1cc(C(=O)NCc2ccco2)c(=O)c2cc(S(=O)(=O)N3CCCCCC3)ccc21,-2.1,0.5,0,104,19,3,-3.8,3.1,-14,10,·
Cc1ccc(C(C(=O)NC2CCCCC2)N(CCCN2CCOCC2)C(=O)c2snc(C(N)=O)c2N)cc1 (stereo not drawn),1.0,1.4,0,100,1,-10,1.8,1.6,18,-8,-10
Cc1ccc(Cl)cc1-c1ccc(C=Nc2ccc(N3CCOCC3)cc2)o1,5.6,-0.7,-10,·,15,26,1.4,1.8,3,-27,-49
CCC/C(=N/NC(=O)c1cccc(Cl)c1)c1ccccc1,-0.2,-0.6,-6,95,-3,-7,-1.4,2.3,-11,1,-13
COc1cccc(/C=N/n2c(-c3cccs3)n[nH]c2=S)c1,-2.8,4.4,-7,105,-5,7,-0.2,1.1,-8,12,9
Cc1nc(SCC#N)c2c3c(sc2n1)CCC3,0.4,0.1,-7,·,-3,-12,-0.5,-0.9,-5,-2,-9
COc1ccc(C)cc1S(=O)(=O)N1CCN(S(=O)(=O)c2cc(C)ccc2OC)C(C)C1 (stereo not drawn),-2.5,1.8,-1,106,-1,-8,2.7,1.5,-4,16,-68
Cc1c(C2(O)CCCCC2)[nH]c2cc(C(F)(F)F)ccc12,13,2.4,-9,107,8,140,1.2,2.4,9,-60,67

# The closing 5 compounds of the part above lead into the next:
SMILES,OPRM1-OPRD1 ag,AddAB inh,PKA-R1A act,DSG3 Ab inh,Arrestin-AP2 inh,SUMO Mot1 rescue,E coli growth,phage Ecoli inh,Tat transport,OPRM1-OPRD1 inv,PfHsp90 set2
CCC/C(=N/NC(=O)c1cccc(Cl)c1)c1ccccc1,-0.2,-0.6,-6,95,-3,-7,-1.4,2.3,-11,1,-13
COc1cccc(/C=N/n2c(-c3cccs3)n[nH]c2=S)c1,-2.8,4.4,-7,105,-5,7,-0.2,1.1,-8,12,9
Cc1nc(SCC#N)c2c3c(sc2n1)CCC3,0.4,0.1,-7,·,-3,-12,-0.5,-0.9,-5,-2,-9
COc1ccc(C)cc1S(=O)(=O)N1CCN(S(=O)(=O)c2cc(C)ccc2OC)C(C)C1 (stereo not drawn),-2.5,1.8,-1,106,-1,-8,2.7,1.5,-4,16,-68
Cc1c(C2(O)CCCCC2)[nH]c2cc(C(F)(F)F)ccc12,13,2.4,-9,107,8,140,1.2,2.4,9,-60,67
S=C1SCN(CCN2CCOCC2)CN1Cc1ccccc1,-2.2,-0.1,0,91,6,111,0.1,1.6,-14,12,10
CCCc1cc(-n2cnc3ccccc32)n2c(nc3ccccc32)c1C#N,-2.1,-2.3,-4,121,17,196,-2.5,2.2,8,11,·
Cc1nc(-c2cccc(NS(=O)(=O)c3ccccc3)c2)cs1,-0.7,2.7,-8,103,10,32,-2.2,3.9,5,4,-7
N=C1SCC(=O)N1c1ncc(Cc2cccc(Cl)c2)s1,-3.3,·,-12,88,-3,·,·,-3.4,3,17,-49
Cc1onc(-c2ccccc2Cl)c1C(=O)NCc1ccccn1,-2.7,0.4,3,98,2,16,-0.2,2.5,2,14,-10
CCOC(=O)c1cnc2nc(SCc3ccccc3Cl)[nH]n2c1=O,·,5.5,·,100,12,-10,2.7,4.0,·,·,·
CCNC(=S)SCCOc1ccc(C)cc1,-0.9,3.7,-2,98,43,10,0.9,1.8,-4,5,-11
CCCN(CC1CC1)C(=O)COc1ccccc1C(=O)NCc1ccccc1,-3.0,2.6,-6,97,-1,802*,1.1,1.4,2,15,11
CC(C)c1ccc(C2NC(C(=O)O)CS2)cc1 (stereo not drawn),-5.2,3.4,-10,105,9,-2,0.0,1.8,-1,23,22
CN(CC(=O)NCC(=O)Nc1ccc(F)cc1)CC(=O)Nc1ccc(Cl)c(C(F)(F)F)c1,-1.7,·,4,·,0,·,·,1.1,2,7,·
O=c1c2ccccc2ncn1Cc1ccccc1,-3.1,2.8,-13,·,-13,-2,-0.5,2.1,-4,15,-11
O=C(NCCCNc1ccc([N+](=O)[O-])cc1Cl)c1ccccc1F,-4.1,-2.6,-2,97,-24,14,-3.1,3.9,0,21,4
Cc1cccc(NC(=S)NCCc2ccccc2)n1,3.1,2.1,6,99,-39,-12,1.9,2.5,1,-16,5
COc1ccc(OC)c(NC(=O)COC(=O)c2c(C)noc2C)c1,-1.3,1.3,-1,·,4,-11,-2.1,3.6,3,5,0
CC1CCN(S(=O)(=O)c2ccc3c(ccn3CC(=O)O)c2)CC1,-1.0,0.8,-5,97,-7,-3,-0.8,0.5,4,5,4
CCOC(=O)C1CCN(C(=O)c2cc(COc3ccc(F)cc3F)on2)CC1,-2.1,4.1,11,98,48,-7,-1.5,0.2,6,11,·
